# RGS8-Gao – RGS8-Galphao binding modulators, primary screen, biochemical, multiplexed bead flow cytometry; Guanine nucleotide-binding protein G(o) subunit alpha (Homo sapiens), P09471; actives lie on both sides; response (percent of control binding), % at 10 µM; 0.34% of 220,000 active; AID 1423, 2008; in the data active means response below about 60% or above about 140%; inactive means in between;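 further: Galphao activated as the GDP aluminium fluoride complex binding bead-coupled RGS8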
# Target sequence (P09471 whole entry, looked up): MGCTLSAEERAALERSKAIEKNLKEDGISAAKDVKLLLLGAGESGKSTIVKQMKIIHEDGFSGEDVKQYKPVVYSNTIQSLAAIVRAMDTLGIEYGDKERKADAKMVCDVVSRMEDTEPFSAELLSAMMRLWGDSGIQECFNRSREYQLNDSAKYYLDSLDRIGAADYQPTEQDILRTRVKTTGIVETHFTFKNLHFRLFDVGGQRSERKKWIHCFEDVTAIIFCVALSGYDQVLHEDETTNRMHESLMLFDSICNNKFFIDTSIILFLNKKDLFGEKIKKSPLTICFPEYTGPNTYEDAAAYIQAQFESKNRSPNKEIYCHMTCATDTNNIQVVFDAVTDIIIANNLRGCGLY
# Rab7 wt modul – modulators of GTP binding to Rab7, primary screen, biochemical, wildtype, multiplex bead flow cytometry | Rab7 GTPase wild type (dog), Bodipy-FL-GTP binding | GST-Rab7 beads, fluorescent GTP binding; actives lie on both sides; untreated = 100%, excess cold GTP = 0% | GTP binding activity (percent of control), % at 10 µM | 0.055% of 190,000 active | AID 758, 2007;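 active means fluorescent GTP binding to Rab7 beads changed by at least 20 points from the 100% baseline, either direction, mostly lower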;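 further: median green fluorescence of bound Bodipy-FL-GTP per Rab7 bead population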
# Bim-Mcl-1 – inhibitors of Bim peptide binding to Mcl-1, primary screen, biochemical, bead-based flow cytometry, multiplex; Bim peptide-Mcl-1 binding; inhibition, % at 10 µM; 0.1% of 190,000 active; AID 1009, 2008; in the data active means inhibition above about 40%;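 further: 0% = no compound tracer wells and 100% = peptide blocker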
# Target sequence (Q07820 whole entry, looked up): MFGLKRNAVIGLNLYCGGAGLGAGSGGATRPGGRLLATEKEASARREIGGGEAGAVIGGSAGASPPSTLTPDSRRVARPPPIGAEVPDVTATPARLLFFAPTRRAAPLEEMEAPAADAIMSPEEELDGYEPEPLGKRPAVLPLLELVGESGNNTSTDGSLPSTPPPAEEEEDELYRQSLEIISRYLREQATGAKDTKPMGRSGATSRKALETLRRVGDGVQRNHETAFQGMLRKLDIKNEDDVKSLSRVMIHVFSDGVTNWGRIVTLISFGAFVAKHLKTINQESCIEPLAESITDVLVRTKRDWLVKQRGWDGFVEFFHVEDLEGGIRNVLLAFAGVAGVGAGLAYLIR
# Pf gamet viab – late stage P. falciparum gametocyte viability inhibitors, primary screen, ATP luminescence, HTS. AID 743093, 2013. P. falciparum stage V gametocytes, 24 h. inhibition, % at 10.9 µM. 0.065% of 150,000 active;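 active means inhibition above the mean plus 3 SD of compounds within the control limits, set per campaign, cut at about 38% in these data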;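 further: 0% = DMSO wells and 100% = medium only without gametocytes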
# Rab2A wt mod – modulators of GTP binding to Rab2A wildtype, primary screen, biochemical, dog, bead-based flow cytometry, multiplex | GST-Rab2 wt beads, Bodipy-GTP binding | GTP binding activity, % at 10 µM | 0.19% of 190,000 active | AID 760, 2007;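 active means GTP binding activity at least 20 points away from 100%, either lowered or raised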;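 further: 0% = beads with excess unlabeled GTP and 100% = no-compound control corrected for plate trend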
# Mcl1-Bid inh – Mcl-1/Bid binding inhibitors, primary screen, biochemical, TR-FRET, 1536-well | inhibition, % at 21.7 µM | 0.97% of 220,000 active | Induced myeloid leukemia cell differentiation protein Mcl-1 (Homo sapiens), Q07820 | TR-FRET Mcl-1/Bid-Dy647 peptide binding;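 active means compounds that cut the binding signal by more than half at the single screening dose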;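 further: His-tagged Mcl-1 with europium anti-His antibody binding Bid BH3 peptide; 0% = Mcl-1 plus peptide wells and 100% = peptide-only wells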
# Mcl1 Noxa PPI – Mcl-1/Noxa binding inhibitors, primary screen, biochemical, TR-FRET, 1536-well. TR-FRET Mcl-1/Noxa peptide binding, 2 h. inhibition, % at 21.7 µM. 1.5% of 220,000 active. AID 1022, 2008;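 active means compounds that cut the protein-peptide binding signal by more than 50% relative to plate controls in a single-dose test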;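 further: His-tagged Mcl-1 with rhodamine Noxa BH3 peptide and terbium anti-His antibody; 0% = Mcl-1 plus Noxa peptide wells and 100% = peptide-only wells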
# Cdc42 wt GTP – modulators of GTP binding to wildtype Cdc42, primary screen, biochemical, multiplex bead flow cytometry, Bodipy-GTP; Cell division control protein 42 homolog (Homo sapiens), P60953; GST-Cdc42 beads; actives lie on both sides; percent activity (GTP binding), % at 10 µM; 0.2% of 190,000 active; AID 761, 2007;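 active means percent activity GTP binding at least 20 points away from the 100% baseline, either down as inhibitor or up as activator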;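 further: median bead fluorescence of bound Bodipy-FL-GTP at 100 nM; 0% = excess unlabeled GTP control and 100% = no compound control; below 100% means less GTP binding so inhibitor and above means activator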
# Target sequence (P60953 whole entry, looked up): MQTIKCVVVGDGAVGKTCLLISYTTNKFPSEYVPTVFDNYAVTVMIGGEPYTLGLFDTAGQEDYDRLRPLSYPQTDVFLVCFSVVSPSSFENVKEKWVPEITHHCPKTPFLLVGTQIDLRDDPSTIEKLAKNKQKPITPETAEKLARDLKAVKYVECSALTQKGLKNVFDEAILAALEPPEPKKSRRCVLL
# HRas wt GTP – modulators of GTP binding to HRas wildtype, primary screen, biochemical, bead-based flow cytometry, multiplex. GST-Ras wt beads, Bodipy-FL-GTP binding; actives lie on both sides. GTP binding activity, % at 10 µM. 0.14% of 190,000 active. AID 759, 2007;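 active means GTP binding activity at least 20% away from the 100% baseline, either lowered as inhibitor or raised as activator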;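 further: 0% = unlabeled GTP competition control and 100% = no-compound control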
# Rac1 mut GTP – GTP binding modulators of activated mutant Rac1, primary screen, biochemical, bead-based flow cytometry, multiplex, fluorescent GTP; percent activity (GTP binding), % at 10 µM; Ras-related C3 botulinum toxin substrate 1 (Homo sapiens), P63000; GST-Rac1 activated beads; actives lie on both sides; 100% means binding = to untreated wells; 0.11% of 190,000 active;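 active means GTP binding at least 20 percentage points away from the 100% baseline, in either direction, so actives lie on both sides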
# Rac1 wt GTP bind – wildtype Rac1 GTP binding modulators, primary screen, biochemical, GST-Rac1 beads, flow cytometry, multiplex. Ras-related C3 botulinum toxin substrate 1 (Homo sapiens), P63000. fluorescent GTP binding; actives lie on both sides; 0 = cold GTP competed, 100 = untreated. GTP binding activity (% of control), % at 10 µM. 0.27% of 190,000 active. AID 757, 2007;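 active means GTP binding activity at least 20 points away from the 100% control level, either lower or higher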
# Numbers without * were called inactive; / = not tested or not shown; [ ] = remark or other dose.
SMILES,RGS8-Gao,Rab7 wt modul,Bim-Mcl-1,Pf gamet viab,Rab2A wt mod,Mcl1-Bid inh,Mcl1 Noxa PPI,Cdc42 wt GTP,HRas wt GTP,Rac1 mut GTP,Rac1 wt GTP bind
CCc1ccc(C(C)NC(=O)C2(C)CC2(Br)Br)cc1 (stereo not given),85,105,-1,/,101,1,12,99,100,98,101
CCSc1nc2ccccc2c(=O)n1C1CCOC(C)(C)C1 (stereo not given),100,102,-2,-1,99,-14,2,99,98,93,97
CCOC(=O)c1c(C)nc2ccc(Cl)cc2c1-c1ccccc1,101,103,-4,-5,96,7,10,95,99,98,103
CCCc1nnc(NC(=O)CSc2nc3ccccc3[nH]2)s1,101,101,0,-2,99,-22,3,98,96,95,97
COC(=O)c1ccc(C(=O)OC)c(NC(=O)CN(c2ccc3c(c2)OCO3)S(C)(=O)=O)c1,101,98,2,/,104,-2,3,101,101,100,109
Cc1nc2cc(NC(=O)Nc3ccc(N4CCOCC4)cc3)ccc2n1C,96,99,-4,/,98,-17,20,101,99,100,103
CC(=O)c1cc2c(=O)c3cc(C)ccc3oc2nc1C,101,97,3,/,98,17,17,104,102,98,107
O=C(N/N=C\c1ccc(OC(=O)c2ccco2)cc1)c1ccc(Cl)cc1,102,102,1,14,105,-9,4,109,103,100,108
COc1ccc(OC)c(S(N)(=O)=O)c1,104,105,2,-42,104,-21,-13,108,104,100,110
COc1ccc(C(NC(=O)C(C)C)c2c(O)ccc3ccccc23)cc1 (stereo not given),105,93,-3,-23,94,-49,6,94,96,94,96
FC(F)(F)c1cnc(C(c2ccccn2)c2ncn[nH]2)c(Cl)c1 (stereo not given),98,104,-1,-16,101,-40,2,99,101,98,100
COc1ccc(OC)c(C(=O)c2ccccc2)c1,109,95,2,-11,99,-1,5,97,98,96,100
Cc1ccc(Nc2nc(-c3ccccc3)c(CC(=O)O)s2)cc1,98,102,9,-6,98,-23,12,93,100,92,95
COc1cc(OC)cc(-c2cc(NC(C)=O)n[nH]2)c1,101,100,0,/,102,-16,-2,101,99,99,100
O=S1(=O)CCN(C(CO)c2ccccc2)CC1 (stereo not given),100,101,-1,-17,98,-7,12,98,98,96,103
C=CCOC(=O)C1=C(C)N=C2SCCC(=O)N2C1c1cccs1 (stereo not given),101,103,-1,11,100,-9,-1,101,103,99,103
S=C(NCCc1ccccc1)NC1CCCCCC1,103,101,2,-2,103,4,-8,101,101,100,106
CCOC(=O)C(Cc1ccccc1)NC(=O)CNC(C)=O (stereo not given),103,102,3,16,102,-14,-4,105,102,101,104
CCN(C(C)=O)c1nc(CSc2nnc(NC(C)C)s2)cs1,102,98,-4,-10,100,-1,18,105,98,102,105
C[C@H]1O[C@@H](O[C@H]2[C@@H](O)C[C@H](O[C@H]3[C@@H](O)C[C@H](O[C@H]4CC[C@@]5(C)[C@H](CC[C@@H]6[C@@H]5C[C@@H](O)[C@]5(C)[C@@H](C7=CC(=O)OC7)CC[C@]65O)C4)O[C@@H]3C)O[C@@H]2C)C[C@H](O)[C@@H]1O,106,98,-3,/,100,-12,-26,102,101,98,103
CCOC(=O)COc1ccc(C(=O)CC)cc1OC,102,104,3,6,100,-17,-11,96,99,97,99
O=C(c1ccc(Br)o1)N1CCN=C1SCc1cccc(F)c1,99,99,-2,/,101,-9,-10,101,102,101,107
O=C1CCc2cc(S(=O)(=O)N3CCN(Cc4ccc5c(c4)OCO5)CC3)ccc2N1,104,103,0,25,100,-12,16,99,100,97,104
O=C(CSc1ncn[nH]1)Nc1nc(-c2ccccc2)cs1,99,102,0,/,99,0,18,98,101,97,102
CC(OC(=O)CCCCCN=C1NS(=O)(=O)c2ccccc21)C(=O)Nc1cc(Cl)cc(Cl)c1 (stereo not given),105,97,0,3,93,-9,26,94,97,96,95
CCN(CC)CCNC(=O)/C(=C/c1cn(CC)c2ccccc12)NC(=O)c1cc(OC)c(OC)c(OC)c1,100,94,2,10,97,-52,16,95,95,96,97
COc1ccc(N2CCN(CCNC(=O)CCN3C(=O)COc4ccccc43)CC2)cc1,99,106,-10,/,106,-14,18,106,107,101,108
O=C(NCc1ccc2c(c1)OCO2)NC12CC3CC(CC(C3)C1)C2,149*[activator],98,0,-14,99,-13,2,98,98,99,100
CCOC(=O)C1CCN(C(=O)c2ccc(Cl)c(Cl)c2)CC1,100,104,-2,1,103,-17,4,106,104,100,106
COCCNC(=O)/C(C#N)=C/c1cc(C(C)C)c(OC)cc1C,100,106,-3,11,102,-12,-5,95,98,92,99
CC(C)CCN1CCNC(=O)C1CC(=O)Nc1ccc(F)cc1 (stereo not given),99,97,-2,21,101,-6,-143,104,103,99,101
C=CCNC(=S)NNC(=O)c1cccn(Cc2ccc(Cl)c(Cl)c2)c1=O,92,95,-7,-7,94,-98,-29,97,97,97,96
COc1cc(O)sc1C=Nc1ccc(Cl)cc1,100,97,2,-16,103,-15,16,106,102,101,106
COc1ccc(C(=O)NC(C)c2ccccc2)cc1Br (stereo not given),105,103,2,-7,94,-7,0,100,96,91,95
COc1cc(CC(=O)NCc2ccccn2)cc(OC)c1OC,101,102,-6,-3,104,-25,-5,107,103,101,106
CN(Cc1ccccc1)C(=O)CNC(=O)Cn1cnc2ccccc2c1=O,102,101,-3,19,103,-17,-2,103,102,100,108

# Full records from above. Values in the order: RGS8-Gao	Rab7 wt modul	Bim-Mcl-1	Pf gamet viab	Rab2A wt mod	Mcl1-Bid inh	Mcl1 Noxa PPI	Cdc42 wt GTP	HRas wt GTP	Rac1 mut GTP	Rac1 wt GTP bind
# Record of `COc1ccc(N2CCN(CCNC(=O)CCN3C(=O)COc4ccccc43)CC2)cc1` : 99	106	-10	/	106	-14	18	106	107	101	108
# Record of `COc1cc(O)sc1C=Nc1ccc(Cl)cc1` : 100	97	2	-16	103	-15	16	106	102	101	106

# Further results:
SMILES,RGS8-Gao,Rab7 wt modul,Bim-Mcl-1,Pf gamet viab,Rab2A wt mod,Mcl1-Bid inh,Mcl1 Noxa PPI,Cdc42 wt GTP,HRas wt GTP,Rac1 mut GTP,Rac1 wt GTP bind
CC1CC(C)CN(C(=O)CNS(=O)(=O)c2ccc(Br)s2)C1 (stereo not given),102,99,1,/,99,-11,-18,102,100,97,100
CN(C)c1nc(OCCOC(=O)COc2ccc(Cl)cc2Cl)nc(N(C)C)n1,96,98,-6,/,99,-8,1,103,99,99,104
CCOP(=O)(OCC)C(NC(=O)Nc1ccc(C)c(Cl)c1)c1ccccc1 (stereo not given),100,102,-3,21,100,-1,1,101,99,99,103
CNCC(=O)N1CCN(c2ncc(C(F)(F)F)cc2Cl)CC1,96,99,-1,18,96,-6,11,95,97,99,98
C=CCNC(=O)Nc1ccc2oc(C)nc2c1,98,100,0,/,101,-5,10,101,100,98,99
O=C(COC(=O)c1cc(-c2ccco2)nc2ccccc12)NCc1ccccc1,98,104,0,/,102,-6,37,101,105,98,102
CCOC(=O)n1c(=O)oc2cc(S(=O)(=O)N3CCCCC3)ccc21,102,95,-3,/,100,-19,-4,103,101,100,109
Cc1cc(CNC(=O)c2cc(COc3c(F)cccc3F)on2)nn1C,100,96,1,/,97,-51,8,96,97,96,101
Cc1ccccc1C(=O)Nc1ccccc1N1CCCCC1,112,92,0,-7,95,-40,-15,95,93,95,93
COC(C)(C)[C@H](O)COc1c2ccoc2cc2oc(=O)ccc12,102,102,0,-26,97,-6,5,105,98,98,105
COc1ccccc1C(=O)NNC(=O)C(=O)NC(C)C,104,103,-1,13,98,-16,-2,95,98,97,99
O=C(C1CCCO1)N(c1cccc(Cl)c1)C1C=CS(=O)(=O)C1 (stereo not given),91,98,0,7,98,-8,1,99,96,95,98
COc1ccccc1C(=O)N(NC(=O)Oc1ccccc1)C(C)(C)C,100,98,8,22,98,-13,-1,101,99,99,106
COc1ccc(NC(=O)C(NC(=O)CC2NC(=O)NC2=O)c2ccccc2)cc1 (stereo not given),94,98,0,15,99,0,0,101,100,99,103
COc1ccc(OCCOC(=O)c2ccc(-n3cnnn3)cc2)cc1,100,98,-3,/,97,-23,-3,100,99,96,96
O=C1c2ccccc2C(=O)N1OCCOCCOCCBr,102,99,0,/,98,-5,-6,97,97,96,100
C=CCN1C(=O)C(Cc2ccc(SC(F)F)cc2)SC1=Nc1ccc(C(=O)O)cc1 (stereo not given),101,103,0,/,93,-3,8,90,96,90,94
O=C(CSc1ncn[nH]1)NCCOc1ccccc1,102,94,0,/,93,0,6,92,95,94,97
O=C(O)c1ccc(CSc2nc3ccccc3o2)cc1,94,101,-2,/,100,-18,-47,102,101,97,101
COc1ccc(Nc2nnc(SC(C(=O)Nc3ccc(OC)c(Cl)c3)c3ccccc3)s2)cc1 (stereo not given),100,103,-6,11,94,-77,30,97,97,96,94
CCOc1ccc(CCNC(=O)CSCc2ccc(C)cc2)cc1OCC,100,103,0,8,98,1,3,99,101,101,104
CCn1c(=O)cc(OCC(=O)NCC2CCCO2)c2ccccc21 (stereo not given),102,101,1,-1,101,-25,-9,101,102,98,104
Cc1csc(C2=C(O)CN(c3ccc4c(c3)OCCOCCOCCOCCO4)C2=N)n1,103,99,-1,-33,97,-39,4,98,99,93,97
Cc1ccccc1Oc1cc(-n2ncc(Cl)c(Cl)c2=O)ncn1,101,95,-1,-23,95,-17,-5,96,97,94,99
CC(C)CN1C(=O)CC(Sc2ccccc2C(=O)O)C1=O (stereo not given),102,102,2,/,104,-21,20,103,105,100,108
COc1ccc(/C=N/NC(=O)c2ccc(Cn3cc([N+](=O)[O-])cn3)o2)c(OC)c1C,102,100,-2,-5,99,-12,-6,100,99,100,98
Cc1nn(C)c(C)c1CN(C(=O)CCc1nnc(Cc2c[nH]c3ccccc23)o1)C(C)C,103,97,0,/,98,-71,-6,95,95,96,97
Cc1cccc(NC(=S)N/N=C(\c2ccccc2)C(C)C)c1,108,94,0,3,94,-84,-51,94,93,93,94
CN(C)c1ccc(NS(=O)(=O)c2ccc(Cl)cc2)cc1,106,101,0,/,99,-9,61*,98,100,99,104
COc1ccc(C2CC(c3c(-c4ccccc4)c4cc(Cl)ccc4[nH]c3=O)=NN2S(C)(=O)=O)cc1OC (stereo not given),91,98,0,/,98,59*,-5,97,100,100,106

# Bioassay records as filed in PubChem.
